Screening results as filed in PubChem.
miR122 inh – blocks miR-122 activity in Huh7 sensor cells | AID 602342 | Huh7 miR-122 Renilla luciferase sensor, 48 h; neutral wells = 0, positive control = 100 | activation (reporter increase), % at 12.5 µM | hit rate 0.3% among 340,000;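 active means mean replicate activation score at least 90 and every replicate individually at or above 90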;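 further: higher luciferase means less miR-122 activity so hits act as miR-122 inhibitors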
ARNT-TACC3 inh – disrupts binding between human ARNT and TACC3; inhibition, % at 9.99 µM; hit rate 0.66% among 390,000; AID 623870; AlphaScreen His-ARNT PAS-B/GST-TACC3 binding, luminescence; TACC3 fragment carries E629A point mutation;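 active means mean inhibition of replicates at least 50% and at least half of replicates each reaching 50%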;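 further: 0% = complete ARNT plus TACC3 wells and 100% = ARNT alone without TACC3; many hits fall short of the cut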
C2C12 statin – protects C2C12 myotubes from simvastatin toxicity. ATP luminescence, 48 h; scaled: DMSO 0, geranylgeraniol control 100. hit rate 0.78% among 330,000. rescue of ATP level, % at 7.49 µM;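 active means mean ATP rescue above about 67%, or every replicate alone reaching that limit, limit read from the data, passing the limit was not always enough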;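 further: myotubes were challenged with 10 µM simvastatin during compound exposure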
Cneo AK release – causes C. neoformans cell lysis | adenylate kinase release luminescence, 4 h; normalised: neutral wells 0, clomiphene wells 100 | lysis activity, % at 15 µM | hit rate 0.2% among 360,000 | AID 651654;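 active means mean lysis activity across replicates of at least 80%, whatever share of replicates individually reach that level; inactive means mean lysis activity below 80%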
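Signal: Adenylate kinase release luminescence | Assay system: Log-phase Cryptococcus neoformans yeast cells | Input: Cells at 5 × 10^6 per mL | Buffer or medium: Fresh YPD growth medium | Compound: Single dose | Schedule: Static 4 h at 37 °C with compound, 1 h detection | Controls: Clomiphene | Read-out: Luminescence rise reflecting yeast cell lysis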
esBAF inh – inhibitors of esBAF chromatin remodeling in mouse ES cells | Bmi1-luciferase knock-in reporter, 24 h; 100% = twice the neutral-well signal | reporter increase, % at 12.5 µM | hit rate 2% among 350,000; in the data active means activation above about 40%;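 further: 0% = median of the plate's neutral control wells and 100% = double that signal; a rise in the Bmi1 reporter signal indicates esBAF inhibition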
ERp5 inh – inhibitors of human ERp5 | AID 651711 | ERp5 insulin aggregation, absorbance 650 nm, 90 min | Q15084 | inhibition, % at 9.99 µM | hit rate 0.05% among 350,000;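 active means mean replicate inhibition above about 25%, with every replicate also reaching it, limit read from the data, passing the limit was not always enough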
Target sequence (Q15084 whole entry, looked up): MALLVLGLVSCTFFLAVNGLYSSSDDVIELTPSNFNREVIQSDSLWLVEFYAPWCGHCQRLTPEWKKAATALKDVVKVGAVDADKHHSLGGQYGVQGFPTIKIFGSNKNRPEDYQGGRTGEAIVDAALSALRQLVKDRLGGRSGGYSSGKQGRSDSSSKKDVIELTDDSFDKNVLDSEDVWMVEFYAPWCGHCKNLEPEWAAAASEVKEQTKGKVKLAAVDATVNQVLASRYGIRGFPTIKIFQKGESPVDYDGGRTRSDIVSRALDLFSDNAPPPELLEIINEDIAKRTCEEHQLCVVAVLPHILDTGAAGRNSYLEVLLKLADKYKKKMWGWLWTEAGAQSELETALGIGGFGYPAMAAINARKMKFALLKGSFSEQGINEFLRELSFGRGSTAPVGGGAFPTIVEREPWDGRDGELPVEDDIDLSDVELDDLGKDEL
SIRT5 inh – inhibitors of human sirtuin-5 desuccinylase; Purified SirT5, succinyl-peptide AMC, trypsin-coupled fluorescence; hit rate 1.1% among 330,000; inhibition, % at 15 µM; in the data active means inhibition above about 15%
Target sequence (Q9NXA8 whole entry, looked up): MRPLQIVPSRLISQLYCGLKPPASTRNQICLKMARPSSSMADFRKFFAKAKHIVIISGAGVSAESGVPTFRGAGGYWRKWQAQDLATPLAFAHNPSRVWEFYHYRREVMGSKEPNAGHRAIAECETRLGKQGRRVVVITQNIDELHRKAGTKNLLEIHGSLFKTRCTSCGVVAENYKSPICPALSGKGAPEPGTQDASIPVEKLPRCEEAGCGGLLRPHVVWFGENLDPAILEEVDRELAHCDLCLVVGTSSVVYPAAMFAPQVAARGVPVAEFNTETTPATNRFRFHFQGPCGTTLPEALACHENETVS
Starred values were filed as active, the others as inactive; . = not tested or not shown; [ ] = another dose, or the depositor's remark.

SMILES	miR122 inh	ARNT-TACC3 inh	C2C12 statin	Cneo AK release	esBAF inh	ERp5 inh	SIRT5 inh
CCOCCc1nnc(NC(=O)Cc2c(F)cccc2Cl)s1	5	0	15	-3	-5	-1	-6
COc1cccc(S(=O)(=O)N(C)C[C@@H]2Oc3cc(C#CCN(C)C)ccc3S(=O)(=O)N([C@H](C)CO)C[C@H]2C)c1	-14[16.7 µM]	1	-91	48	4	-3	0
CCCCCCN1C[C@@H](n2cc(C3CC3)nn2)[C@H](O)C[C@@H]1c1ccccc1	-5	.	9	0	7	-2	-1
CN(C(=O)CN1CCC(NC(=O)C2CCCCC2)CC1)C1CCCCC1	2	-6	5	-2	-7	.	.
Cn1ccnc1SCC(=O)Nc1nc2c(F)c(F)c(F)cc2s1	-8	-7	.	.	.	-2	-1
CCS(=O)(=O)N1CCCCN2[C@H](CO)[C@@H](c3ccc(-c4ccccc4)cc3)[C@@H]2C1	-2[16.7 µM]	0	3	-3	0	11	-9
Cc1ccc2[nH]c3c(=O)n(Cc4ccccn4)cnc3c2c1	7	-2	3	0	.	.	.
COc1cccc(S(=O)(=O)Nc2ccc3c(c2)[C@H]2C[C@@H](CC(=O)O)O[C@H](CO)[C@H]2O3)c1	-4[16.7 µM]	-7	1	-39	-1	3	0
CCOc1ccccc1Nc1nc2ccccc2n2cnnc12	7	1	2	-3	4	3	-4
O=C(Cn1nnc(-c2ccc(N3CCOCC3)cc2)n1)OC1CCCCC1	3	-21	-7	6	-7	.	.
O=C(CSc1nnc(CNc2cccc(C(F)(F)F)c2)n1Cc1ccco1)NCc1ccco1	4	25	-4	8	2	.	.
Cc1ccc(NC(=O)CNC(=O)CN2C(=O)c3ccccc3C2=O)cc1	-9	.	-1	1	-4	-3	.
COc1cc(NC(=S)N2CCN(C)CC2)cc(OC)c1	.	13	16	2	-1	-4	-1
COc1ccc(C(=O)c2cn(-c3cccc(Br)c3)nc2C(C)=O)cc1	-4	0	-28	3	-7	3	-4
NS(=O)(=O)c1ccc(NNC(=O)c2ccc(F)cc2F)cc1	5	-4	3	2	-2	-7	-3
Cc1ccccc1Nc1nc(N)nc(CSc2nnnn2-c2ccccc2)n1	-4	-1	-2	.	-8	.	.
CCC(=O)c1ccc(OCC(=O)Nc2cc(S(=O)(=O)N3CCCCC3)ccc2OC)cc1	.	0	.	-1	.	0	-3
Cc1ccc(NS(=O)(=O)c2ccc3c(c2)oc(=O)n3C)cc1C	69	-5	13	4	0	3	-5
COC(=O)c1ccc(SCC(=O)NC2CCCCC2)c([N+](=O)[O-])c1	-6	4	.	33	.	.	.
O=C(CSc1nnc(COc2cccc3cccnc23)o1)N1CCc2ccccc21	-17	-2	3	-1	-25	.	.
CC1CCN(c2c(NCc3ccc(C(=O)NCC4COc5ccccc5O4)cc3)c(=O)c2=O)CC1 (configuration not stated)	10	1	2	5	4	2	-1
COc1cc2nc(Nc3ccc(F)cc3)nc(N)c2cc1OC	.	20	18	4	0	-1	0
Oc1ccccc1CNc1ncc(Br)cc1Br	.	-1	0	-8	22	5	-2
CN(C)c1ccc(C=c2c3cc([N+](=O)[O-])ccc3n3c2cc(-c2ccccc2)[n+]3C)cc1	-9	8	-125	.	-86	0	-10
CC(C)NC(=O)N(C)C[C@H]1Oc2c(NC(=O)Nc3cccc4ccccc34)cccc2C(=O)N([C@H](C)CO)C[C@@H]1C	3[16.7 µM]	-10	-9	-17	0	1	-4
Next section:
SMILES	miR122 inh	ARNT-TACC3 inh	C2C12 statin	Cneo AK release	esBAF inh	ERp5 inh	SIRT5 inh
CCN(CC)CCCNC(=O)c1cn(CCOC)c(=O)c2c1c1ccccc1n2C	-3	4	-10	2	-6	.	.
CN1C(=O)C2(OCC(C)([N+](=O)[O-])CO2)c2ccccc21 (configuration not stated)	-5	2	-11	6	-3	0	-4
C[C@H]1CN([C@@H](C)CO)C(=O)c2cc(NC(=O)Nc3ccc(F)cc3)ccc2O[C@H]1CN(C)S(=O)(=O)c1cccs1	-2[16.7 µM]	-3	-75	2	-1	5	11
C[C@H](CO)N1C[C@H](C)[C@H](CN(C)Cc2ccc3c(c2)OCO3)Oc2c(NS(C)(=O)=O)cccc2C1=O	0[16.7 µM]	3	-4	-3	-3	0	-2
CC(C)CNC(=O)c1cc([N+](=O)[O-])ccc1N1CCCCC1	-7	6	5	.	-14	-3	4
O=C1CCN(CCCc2ccccc2)CCN1CCO	.	-3	-9	1	1	1	.
Nc1cccc(O)c1	5	.	-1	-3	-9	8	.
COCCNC(=O)C[C@@H]1CC[C@H]2[C@H](COc3ccc(NC(=O)C4CCOCC4)cc3C(=O)N2C)O1	-12[16.7 µM]	-8	-31	-1	4	-4	2
CCCc1cn(CC[C@H]2CC[C@H](NC(=O)CCN3CCCCC3)[C@@H](CO)O2)nn1	.	15	-2	-2	3	2	-1
COC(=O)C[C@H]1CC[C@@H]2[C@H](COc3ccc(NC(=O)c4ccccc4)cc3C(=O)N2C)O1	5[16.7 µM]	7	7	-7	-3	-3	-6
CSC1=N/C(=C\c2cccc(F)c2)C(=O)S1	4	8	25	2	-2	.	.
CN1CCN(C(=O)C[C@H]2C[C@@H]3c4cc(NC(=O)Nc5ccc(C(F)(F)F)cc5)ccc4O[C@@H]3[C@@H](CO)O2)CC1	-5[16.7 µM]	13	1	40	-5	3	0
Cc1ccc(S(=O)(=O)N[C@H]2C=C[C@H](CC(=O)N3CCc4ccccc4C3)O[C@H]2CO)cc1	.	-11	3	0	0	-3	-2
Cc1cc(OC(=O)C(C)(C)C)c([N+](=O)[O-])c(=O)[nH]1	.	1	.	.	.	6	1
CCOC(=O)c1ccc(S(=O)(=O)Nc2ccccc2-c2nnn(CC)n2)cc1	-11	-6	4	1	9	7	-3
NC(=O)c1ccccc1OC1CCC1	-1	3	.	-2	.	3	0
CC(C)(C)OC[C@H](NC(=O)c1[nH]cnc1C(=O)Nc1ccccc1F)C(=O)OC(C)(C)C	-1	.	6	-1	-3	-1	.
C[C@H]1CN([C@@H](C)CO)C(=O)c2cc(NS(=O)(=O)c3ccc(F)cc3)ccc2O[C@H]1CN(C)C(=O)Nc1ccccc1	18[16.7 µM]	3	3	0	5	-5	-1
C[C@H](CO)N1C[C@H](C)[C@H](CN(C)C(=O)C2CCCCC2)Oc2cc(C#CC(C)(C)O)ccc2S1(=O)=O	-8[16.7 µM]	2	11	0	2	-5	0
Cc1cccc(N2CCN(S(=O)(=O)c3ccc4c(c3)CCCN4C(=O)C3CCC3)CC2)c1C	6	4	3	-1	-2	4	-2
COc1ccc(S(=O)(=O)N2CCC(C(=O)N[C@H](C(=O)N3CCCC3)C(C)C)CC2)cc1	-5	1	8	1	-4	4	0
COc1cccc(C(=O)N(Cc2ccco2)Cc2cc3cccc(C)c3[nH]c2=O)c1	-6	-8	10	0	6	.	.
O=C(Nc1cc([N+](=O)[O-])ccc1O)c1cccc(C(=O)Nc2cc([N+](=O)[O-])ccc2O)c1	-30	7	-2	-2	-11	0	-1
COc1cccc(S(=O)(=O)N[C@@H]2C=C[C@H](CC(=O)NC3CCC3)O[C@@H]2CO)c1	.	-13	0	1	5	-9	-4
CCn1c(N2CCN(C(=S)NC)CC2)nc2ccccc21	-5	1	17	0	2	2	-1
Other results follow.
SMILES	miR122 inh	ARNT-TACC3 inh	C2C12 statin	Cneo AK release	esBAF inh	ERp5 inh	SIRT5 inh
O=C(NCCN1CCOCC1)c1cc(S(=O)(=O)Nc2ccccc2F)c(Cl)cc1Cl	5	-4	.	0	.	-1	-2
CCOC(=O)C1=C(C)NC(C)=C(C(=O)OCC)C1/C=C/c1ccccc1OC	-5	.	2	.	5	.	.
CC1(O)N(CCC(=O)Nc2cccc(F)c2)C(=O)OC12CCCCC2 (configuration not stated)	.	-5	.	.	.	-1	-2
CC1CCN(CC(=O)Nc2ccc(Br)cc2[N+](=O)[O-])CC1	-10	6	5	-1	17	-3	-3
Cc1ccc(/C=N/Nc2cccc3cccnc23)c(O)c1	7	27	-4	-8	32	-7	-4
CCc1cc2c(=O)c(-c3nc4ccccc4n3C)c(C)oc2c(CN2CCOCC2)c1O	-5	-4	-36	4	-7	2	11
Cn1nc(C(F)(F)F)cc1-c1ccc(/C=C(\C#N)C(=O)c2ccccc2)s1	-4	0	.	0	.	3	-2
CC(=O)Nc1ccc(NC(=O)C2CCCN2C(=O)NC2CCCCC2)cc1 (configuration not stated)	-5	.	9	0	0	-1	-1
CNC[C@H]1Oc2ccc(N(C)C)cc2C(=O)N([C@H](C)CO)C[C@@H]1C	10[16.7 µM]	-8	17	-16	-1	-2	-6
C[C@@H]1CN([C@H](C)CO)S(=O)(=O)c2ccc(-c3ccc(C(=O)N(C)C)cc3)cc2O[C@@H]1CN(C)Cc1ccccc1C(=O)O	6[16.7 µM]	0	7	2	4	4	.
CC(/C=N/NC(=O)c1ccncc1)=C\c1ccccc1	0	5	-18	-3	13	1	0
Cn1c(SCC(=O)Nc2cccc(S(=O)(=O)N3CCOCC3)c2)nnc1-c1ccncc1	.	-3	.	.	.	0	-2
CC(C(=O)NCc1ccco1)n1ccc2cc(S(=O)(=O)N3CCCC3)ccc21 (configuration not stated)	-3	2	10	-1	0	4	13
COc1ccc(N(C)C(=O)c2cc3c(s2)-c2ccc(Cl)cc2S(=O)(=O)C3)c(OC)c1	-10	-3	-15	-1	-3	5	6
Cc1ccc(NC(=O)c2ncn(CC(=O)N[C@H](C)c3cccc4ccccc34)n2)cc1C	-4	0	23	-4	25	0	5
O=C(c1ccc(Cl)cc1)C1CCCN(Cc2cccn2-c2ccccn2)C1 (configuration not stated)	.	1	.	.	.	7	-7
O=C(Nc1ccc2c(c1)OCO2)c1ccc(CN2CCOCC2)cc1	-7	2	.	-3	38	.	.
COc1ccccc1C(=O)COC(=O)CCNS(=O)(=O)c1ccc(C)c(C)c1	.	2	19	-3	.	4	-2
S=C1COC(c2ccccc2)N1c1ccccc1 (configuration not stated)	-4	-21	.	-2	.	.	.
COc1ccc(Cl)cc1S(=O)(=O)N1CCN(C)CC1	3	-4	3	3	6	5	.
CS(=O)(=O)c1ccc(C(=O)OCC(=O)N2CCN(CCC3CCCCC3)CC2)cc1[N+](=O)[O-]	-14	.	-19	0	-86	1	-2
Cc1ccc(S(=O)(=O)N[C@@H]2CC[C@H](CC(=O)NC3CCCCC3)O[C@@H]2CO)cc1	.	-3	1	0	-3	-5	-5
CCCNC(=S)N1CCC(Cc2ccccc2)CC1	1	8	-7	63	-1	-11	-3
Cn1ccc(C(=O)N2CCCc3ccccc32)n1	0	-3	5	1	0	.	.
C[C@H](CO)N1C[C@H](C)[C@@H](CN(C)C(=O)c2ccccc2)Oc2ncc(Br)cc2C1=O	-1[16.7 µM]	5	3	-4	4	-2	-1
COc1ccc(/C(C)=N\NS(=O)(=O)c2ccccc2)cc1OC	.	-4	.	.	.	-5	-1
CC(C)NC(=O)Nc1cccc2c1O[C@H](CN(C)S(=O)(=O)c1ccccc1)[C@H](C)CN([C@@H](C)CO)C2=O	-1[16.7 µM]	-7	24	1	-4	-1	-7
O=C(CNC(=O)c1cccs1)N/N=C/c1c[nH]c2ccccc12	.	8	.	.	.	1	2

Seven entries from above in a different format:
Values run as follows: miR122 inh, ARNT-TACC3 inh, C2C12 statin, Cneo AK release, esBAF inh, ERp5 inh, SIRT5 inh
> COc1ccc(Cl)cc1S(=O)(=O)N1CCN(C)CC1
→ 3, -4, 3, 3, 6, 5, .
> S=C1COC(c2ccccc2)N1c1ccccc1 (configuration not stated)
→ -4, -21, ., -2, ., ., .
> COc1ccccc1C(=O)COC(=O)CCNS(=O)(=O)c1ccc(C)c(C)c1
→ ., 2, 19, -3, ., 4, -2
> COc1ccc(/C(C)=N\NS(=O)(=O)c2ccccc2)cc1OC
→ ., -4, ., ., ., -5, -1
> Cc1ccc(NC(=O)c2ncn(CC(=O)N[C@H](C)c3cccc4ccccc34)n2)cc1C
→ -4, 0, 23, -4, 25, 0, 5
> CCOC(=O)C1=C(C)NC(C)=C(C(=O)OCC)C1/C=C/c1ccccc1OC
→ -5, ., 2, ., 5, ., .
> Cc1ccc(S(=O)(=O)N[C@@H]2CC[C@H](CC(=O)NC3CCCCC3)O[C@@H]2CO)cc1
→ ., -3, 1, 0, -3, -5, -5
